Screens: PubChem, several laboratories
Rev-erbA mod = Rev-erb alpha (human) modulation. P20393. Rev-erbα–FITC-DNA binding, fluorescence polarization, 90 min. activity, % at 10 µM. actives 0.79% (n = 370,000). AID 1259318;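 active = activity above about 14%, limit read from the data; passing the limit was not always enough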;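 note: 0% = DMSO wells with 35 nM protein and 100% = DMSO wells with 750 nM protein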
Target sequence (P20393 whole entry, looked up): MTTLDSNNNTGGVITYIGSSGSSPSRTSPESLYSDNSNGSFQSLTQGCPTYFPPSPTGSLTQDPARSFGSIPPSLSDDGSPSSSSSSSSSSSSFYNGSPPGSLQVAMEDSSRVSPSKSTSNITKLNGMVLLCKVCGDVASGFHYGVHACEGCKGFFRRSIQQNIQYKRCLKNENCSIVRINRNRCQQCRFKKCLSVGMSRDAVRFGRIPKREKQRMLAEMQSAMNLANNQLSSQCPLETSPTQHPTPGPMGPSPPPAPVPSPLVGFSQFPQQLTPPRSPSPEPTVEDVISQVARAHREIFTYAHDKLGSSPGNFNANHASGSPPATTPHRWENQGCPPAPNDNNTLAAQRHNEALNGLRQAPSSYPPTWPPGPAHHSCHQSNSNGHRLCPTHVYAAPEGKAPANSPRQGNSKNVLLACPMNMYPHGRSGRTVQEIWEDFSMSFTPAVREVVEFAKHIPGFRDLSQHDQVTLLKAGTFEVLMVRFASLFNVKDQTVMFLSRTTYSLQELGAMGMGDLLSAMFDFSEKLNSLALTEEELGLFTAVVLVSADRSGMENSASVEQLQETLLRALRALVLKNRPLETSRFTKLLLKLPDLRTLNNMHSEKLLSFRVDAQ
SIAE inh = blocks human sialic acid acetylesterase. SIAE FP-Rh probe binding, fluorescence polarization. inhibition, % at 9.66 µM. actives 0.69% (n = 370,000). Q9HAT2;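 active = inhibition above a cutoff: mean of compounds within the control limits plus 3 SD of those, cut at about 17% in these data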;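 note: 0% = plate median of compound wells and 100% = probe without SIAE protein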
LEDGF integ inh = blocks HIV-1 LEDGF/p75-dependent DNA integration; TR-FRET IN-LEDGF/p75 DNA integration, Eu/Cy5; inhibition, % at 3.7 µM; actives 0.64% (n = 370,000);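 active = inhibition above the screen-wide mean plus 3 SD, cut at about 13% in these data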;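 note: signal is the Cy5 over europium emission ratio at 671 and 618 nm; 0% = plate median of compound wells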
TDP2 inh = TDP2 (human) inhibition, absorbance primary screen; recombinant TDP2, T5PNP hydrolysis, p-nitrophenol absorbance 415 nm; actives 0.34% (n = 370,000); inhibition, % at 12.8 µM; O95551;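 active = inhibition above the mean of all tested compounds plus 3 SD, set per campaign, cut at about 25% in these data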;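 note: 0% = DMSO with enzyme and 100% = buffer with substrate but no TDP2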
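Evaluation: % inhibition relative to enzyme-containing and enzyme-free wells. Material: recombinant human TDP2. Benchmarks: enzyme-free and DMSO wells. Timing: enzyme reaction with compound for 2 h at 37 °C. Compound dosing: 12.8 µM only. Measured by: p-Nitrophenol epi absorbance. Reagent: T5PNP substrate at 5 mM, a TopII-DNA adduct mimic. Replication: single well per compound.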
TCR CD3 inh = human TCR-CD3 binding inhibition. TAMRA-labeled TCR probe fluorescence, biochemical. inhibition, % at 9.4 µM. actives 0.37% (n = 360,000); in the data active = inhibition above about 19%;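 note: recombinant mutant TCR 2C K166C tagged with TAMRA read by polarization; 0% = receptor in buffer alone and 100% = receptor with positive control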
ABHD4 inh = inhibitors of mouse ABHD4. Q8VD66. purified mABHD4, FP-Rh probe fluorescence polarization. inhibition, % at 8.92 µM. actives 0.54% (n = 370,000);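 active = inhibition exceeding the mean over every tested compound plus 3 SD, cut at about 30% in these data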;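 note: 0% = plate median of compound wells and 100% = S159A mutant with DMSO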
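Assay system: Wild-type mouse ABHD4 protein | Medium: HEPES pH 7.0 buffer, 150 mM NaCl, 0.01% Pluronic F-127 | Incubation: Enzyme–compound pre-incubation 45 min, then probe 60 min, both 25 °C | Technique: Fluorescence polarization with parallel and perpendicular emission, 525/598 nm | Evaluation: % inhibition of FP-Rh probe binding versus controls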
rCAG binder = r(CAG) repeat RNA binding; actives 1.3% (n = 370,000); TO-PRO-1 dye displacement fluorescence; inhibition, % at 3 µM;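 active = inhibition above the plate cutoff, the mean of all test compounds on that plate plus 3 SD, cut at about 35% in these data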;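 note: 0% = DMSO alone and 100% = 100 µM mitoxantrone as full dye displacement; higher means more dye released from RNA so lower well fluorescence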
PG9 Ab binder = PG9 antibody binding by small molecule; TR-FRET gp120-PG9 antibody binding; inhibition, % at 6.7 µM; actives 0.43% (n = 360,000); AID 624416; in the data active = inhibition above about 8.5%
PRMT1 inh = inhibitors of human PRMT1 | Q99873 | recombinant PRMT1, activity-based probe fluorescence polarization | inhibition, % at 2.79 µM | actives 1.3% (n = 370,000) | AID 652257;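 active = inhibition above about 21% made by adding two undisclosed values, limit read from the data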
Target sequence (Q99873 whole entry, looked up): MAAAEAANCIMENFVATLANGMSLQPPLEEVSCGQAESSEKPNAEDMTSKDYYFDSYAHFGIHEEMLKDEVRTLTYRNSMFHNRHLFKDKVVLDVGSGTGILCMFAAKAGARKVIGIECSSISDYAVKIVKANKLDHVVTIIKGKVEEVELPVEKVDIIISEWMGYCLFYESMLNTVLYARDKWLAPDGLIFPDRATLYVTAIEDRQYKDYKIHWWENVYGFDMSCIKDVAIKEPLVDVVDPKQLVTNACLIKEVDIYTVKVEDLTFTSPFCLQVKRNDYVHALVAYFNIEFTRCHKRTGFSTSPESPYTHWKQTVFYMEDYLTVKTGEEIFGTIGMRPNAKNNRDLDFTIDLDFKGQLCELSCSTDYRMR
HTRA1 inh = HTRA1 (human) protease inhibition | Q92743 | recombinant HTRA1, FP-rhodamine activity-based probe, fluorescence polarization | inhibition, % at 5.96 µM | actives 0.5% (n = 340,000); in the data active = inhibition above about 36%;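 note: 0% = enzyme with DMSO and 100% = wells lacking enzyme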
Active calls of the source: *; nt = not tested or not shown. The list is partial; rates above refer to the full screens.

SMILES | Rev-erbA mod | SIAE inh | LEDGF integ inh | TDP2 inh | TCR CD3 inh | ABHD4 inh | rCAG binder | PG9 Ab binder | PRMT1 inh | HTRA1 inh
COc1cc(/C=N/NC(=S)NC2CC3C=CC2C3)cc(OC)c1OC (stereo unspecified) | -2 | 12 | -2 | -14 | -7 | 30* | -4 | -4.2 | -3 | nt
CC(=O)Nc1cnc2ccccc2n1 | 3 | -1 | 5 | -2 | -6 | -7 | 2 | 1.6 | 5 | 7
CN(C)c1cccc(C(=O)OCC(=O)NCC2CCCO2)c1 (stereo unspecified) | 1 | 3 | 4 | 3 | 5 | 2 | -5 | -0.5 | 2 | -1
CCc1cc2c(SCC(=O)N(CC)c3c(N)n(Cc4ccccc4)c(=O)[nH]c3=O)ncnc2s1 | 0 | 0 | 1 | 12 | 7 | 4 | -1 | 0.1 | 2 | -29
COP(=O)(OC)c1nc(-c2ccccc2)oc1NCc1ccccc1 | -3 | 1 | 5 | -16 | 0 | -5 | -4 | -3.1 | 0 | 6
Cc1cc2nc(-c3ccc(=O)[nH]c3)n(C)c2cc1C | 4 | -1 | 2 | -13 | 5 | 1 | 4 | -1.9 | -8 | 3
COc1ccc(CCNC(=O)Cn2cc(C(F)(F)F)cc(Cl)c2=O)cc1OC | -1 | 3 | 3 | 2 | -5 | 1 | -4 | 0.6 | 2 | -5
COC(=O)[C@@]1(Cc2ccc(OC)cc2)[C@H]2c3cc(C(=O)N4CCCC4)n(CCO)c3C[C@H]2CN1C(=O)c1ccccc1 | -5 | -1 | 0 | -9 | -2 | 6 | 1 | 0.9 | 0 | nt
CN1CCC(=NNC(=O)C(=O)NC2CCCC2)CC1 | -2 | -3 | 0 | 6 | 6 | -5 | 0 | 0.1 | -1 | 0
O=C(Cn1ccc2ccccc2c1=O)N1CCN(Cc2ccc3c(c2)OCO3)CC1 | 6 | -3 | -3 | -10 | 3 | 0 | 1 | 0.3 | -3 | 1
CC(Sc1cccc[n+]1[O-])C(=O)Nc1ccc([N+](=O)[O-])cc1Cl (stereo unspecified) | 4 | -4 | 4 | 5 | 1 | -2 | 0 | 0.7 | -2 | 1
Cc1ccc(CC(=O)O/N=C(\N)Cc2ccc([N+](=O)[O-])cc2)cc1 | 0 | 1 | -5 | -1 | -2 | 1 | 0 | 0.7 | 3 | -5
Brc1ccc2nc(-c3ccc(CN4CCC5(CC4)CNc4ccccc45)cc3)c(-c3ccccc3)nc2c1 | 9 | -5 | -5 | 4 | 6 | 13 | 12 | 2.9 | -2 | nt
Cc1cc(C)cc(C(=O)OCC(=O)NCCNC(=O)COC(=O)c2cc(C)cc(C)c2)c1 | 1 | -2 | -1 | 8 | 1 | -5 | -2 | -0.5 | 5 | -4
COc1cc(CCC(=O)OCC(=O)Nc2c(Cl)cccc2Cl)cc(OC)c1OC | 7 | -3 | -1 | 2 | 1 | -9 | 20 | 0.3 | -2 | 2
COCCn1cc(C(=O)NCc2ccco2)c2c3ccccc3n(C)c2c1=O | 1 | -1 | -3 | -2 | 2 | -8 | 5 | -0.1 | 4 | 6
CCc1cccc(CC)c1NC(=O)CSc1nnc(C2CC2)n1N | 0 | -2 | 1 | 11 | 0 | 3 | 3 | 0.7 | 6 | 3
Cc1nc2c(-c3ccccc3)cnn2c(N)c1-c1ccccc1 | -5 | -1 | -2 | -11 | -1 | 1 | 5 | -2.0 | 3 | 13
Cc1ccc2oc(/N=C(\N)NC(=O)C3CC3)nc2c1 | -6 | -6 | -1 | 17 | 5 | 0 | -1 | -0.4 | -1 | -7
Cc1noc(C)c1S(=O)(=O)N(C)C[C@H]1OCc2cn(nn2)CCCC(=O)N([C@@H](C)CO)C[C@@H]1C | -10 | 6 | 0 | 4 | -1 | 10 | 0 | -0.2 | 2 | 3
C=CCNc1oc(-c2cccc(Cl)c2)nc1C#N | -1 | -4 | -2 | 11 | -6 | 4 | 4 | -0.2 | 0 | -5
O=C(CC(=O)NC1CCCCC1)N/N=C/c1ccccc1F | 3 | 8 | 2 | 8 | 1 | 0 | 0 | -1.1 | -4 | nt
O=S(=O)(c1ccc(SCc2c(F)cccc2Cl)nc1)N1CCCC1 | 14 | -6 | -1 | 5 | -6 | -8 | 2 | -1.8 | 4 | -19
COc1ccc(S(=O)(=O)NCCc2ccccn2)cc1 | -2 | 2 | -2 | -3 | 4 | -3 | 3 | 1.1 | 0 | 1
COc1ccc(CCNc2ccc(S(=O)(=O)N3CCN(C)CC3)cc2[N+](=O)[O-])cc1 | 12 | -2 | -3 | -6 | -5 | 4 | 2 | 1.6 | 3 | -9
Following part
SMILES | Rev-erbA mod | SIAE inh | LEDGF integ inh | TDP2 inh | TCR CD3 inh | ABHD4 inh | rCAG binder | PG9 Ab binder | PRMT1 inh | HTRA1 inh
CCC(C)(C)C1CCc2[nH]nc(C(=O)NCCNC(=O)OC(C)(C)C)c2C1 (stereo unspecified) | -1 | -3 | 1 | 0 | 2 | -3 | -7 | -1.1 | -1 | 0
Cc1occc1C(=O)Nc1nnc(-c2ccncc2)s1 | 1 | -5 | 4 | -12 | 4 | -4 | 3 | -3.0 | 1 | 0
COc1ccc(/C=N/NC(=O)c2cccnc2)cc1COc1ccc([N+](=O)[O-])cc1 | -7 | -17 | 3 | 7 | 1 | -21 | 7 | -2.1 | -3 | -19
CCOC(=O)C1CCN(CCCSc2ccc(Cl)cc2)CC1 | 6 | -10 | -5 | 8 | 1 | 1 | -10 | 2.1 | -2 | 4
Cc1cc(C)c(COc2ccc(/C=N/n3c(C)n[nH]c3=S)cc2)c(C)c1 | 2 | -5 | -2 | 3 | 3 | -7 | 16 | -1.8 | -1 | -31
Nc1ccc(Oc2ncccn2)cc1 | -1 | 10 | 10 | -6 | 0 | 19 | 15 | 1.7 | 7 | 34
O=C(O)c1ccccc1C(=O)N1N=C(c2ccccc2)CC1c1ccccc1O (stereo unspecified) | 4 | 2 | -4 | 8 | -4 | 7 | 21 | 0.1 | 5 | 1
CSc1ccc(/C=C2\C(=N)N3N=C(CC(=O)N4CCOCC4)SC3=NC2=O)cc1 | 11 | 1 | 3 | 9 | 12 | -3 | 14 | 1.3 | -1 | -9
C[C@@H]1CCCCO[C@H](CN(C)C(=O)Nc2ccccc2)[C@@H](C)CN([C@H](C)CO)C(=O)c2cc(NS(=O)(=O)c3cn(C)cn3)ccc2O1 | 4 | -4 | 0 | -1 | 0 | 6 | 3 | -0.8 | -2 | -1
Cc1cccc(-c2noc(-c3ccc(Cl)cc3[N+](=O)[O-])n2)c1 | -4 | -6 | 2 | -4 | 2 | 3 | -1 | -2.1 | -4 | -1
Clc1ccc(N2COC3c4cccc5cccc(c45)C32)cc1 (stereo unspecified) | 5 | 4 | -2 | -4 | 3 | -4 | -2 | 1.5 | -2 | -9
CN(C)Cc1c(C(=O)N/N=C/c2ccncc2)nnn1-c1nonc1N | 4 | -4 | -3 | 4 | -5 | -1 | 0 | -1.3 | -7 | 6
N#Cc1ccc(C2=NC(C(F)(F)F)(C(F)(F)F)c3c(n(Cc4ccco4)c(=O)[nH]c3=O)N2)cc1 | -4 | -10 | 3 | 11 | 7 | -14 | 36* | 2.0 | -1 | -34
COc1cccc(C(=O)Oc2cc(C)[nH]c(=O)c2[N+](=O)[O-])c1OC | 2 | 4 | 0 | 9 | 8 | 5 | 0 | -1.1 | 1 | 3
CCOc1ccc(CN2CCNC(=O)C2CC(=O)NCCc2cnccn2)cc1 (stereo unspecified) | -2 | -6 | 5 | -3 | -2 | -7 | 2 | 1.6 | 10 | 11
CN(CCCC(=O)NCc1ccco1)S(=O)(=O)c1ccccc1 | 7 | 3 | 0 | 9 | 11 | -4 | 0 | -1.8 | -3 | 3
O=C(Nc1cc(C(F)(F)F)ccc1N1CCOCC1)c1cccnc1Cl | -8 | -2 | 1 | 2 | 3 | 0 | 2 | 0.3 | -2 | 3
Cc1ccc(-c2c[n+](CC(=O)Nc3ccccc3)c3n2CCC3)cc1 | 1 | -1 | -4 | 17 | 2 | -1 | 1 | -1.0 | -2 | 3
CN(C)CCCN1c2ccc3ccccc3c2Sc2cccc(Cl)c21 | 2 | 11 | 1 | -12 | -2 | 26 | 6 | -1.8 | 2 | 26
COc1ccc(NCc2nnc(SCC(=O)Nc3cccc(C)c3)o2)cc1 | -3 | 4 | 2 | -15 | -6 | -6 | 18 | 0.8 | 37* | -3
COCCN=c1scc(-c2cc(OC)ccc2OC)n1/N=C/c1c[nH]c2ccccc12 | 6 | 15 | -2 | 2 | 5 | 4 | 12 | -1.2 | -1 | 24
Cc1cc(Nc2ccc(C)c(C)c2)n2ncnc2n1 | -2 | 5 | 1 | -1 | -3 | -8 | 1 | -1.4 | -2 | 2
CCO[C@H]1OC(C(=O)N2CCN(Cc3ccc4c(c3)OCO4)CC2)=C[C@@H](C2CC2)[C@@H]1CCCO | 6 | 4 | -1 | 2 | 6 | -2 | -13 | -0.8 | -3 | -1
CN(c1ccccc1C(=O)Nc1cccc(Br)c1)S(=O)(=O)c1ccccc1 | 5 | -5 | -3 | -14 | -3 | -1 | 4 | -1.5 | -5 | -13
CCOc1ccc(NC(=NCc2ccc3c(c2)OCO3)SC2CC(=O)N(c3ccc(C(=O)O)cc3)C2=O)cc1 (stereo unspecified) | -6 | -12 | 0 | -16 | -5 | -58 | 78* | -3.5 | 3 | -75

Sorted by molar mass (highest first): some entries from above
SMILES | Rev-erbA mod | SIAE inh | LEDGF integ inh | TDP2 inh | TCR CD3 inh | ABHD4 inh | rCAG binder | PG9 Ab binder | PRMT1 inh | HTRA1 inh
CN(c1ccccc1C(=O)Nc1cccc(Br)c1)S(=O)(=O)c1ccccc1 | 5 | -5 | -3 | -14 | -3 | -1 | 4 | -1.5 | -5 | -13
CSc1ccc(/C=C2\C(=N)N3N=C(CC(=O)N4CCOCC4)SC3=NC2=O)cc1 | 11 | 1 | 3 | 9 | 12 | -3 | 14 | 1.3 | -1 | -9
COc1ccc(S(=O)(=O)NCCc2ccccn2)cc1 | -2 | 2 | -2 | -3 | 4 | -3 | 3 | 1.1 | 0 | 1

The list goes on.
SMILES | Rev-erbA mod | SIAE inh | LEDGF integ inh | TDP2 inh | TCR CD3 inh | ABHD4 inh | rCAG binder | PG9 Ab binder | PRMT1 inh | HTRA1 inh
COc1ccc(C2=NC(C)(C)Cc3cc(OC)c(OC)cc32)cc1 | 3 | 4 | 2 | -11 | 2 | 6 | -2 | -0.2 | -2 | 0
O=C(Nc1ccccc1C(F)(F)F)NC1CCCCC1 | 0 | 0 | -1 | 6 | 6 | 3 | -1 | -1.8 | -2 | 3
CCOC(=O)c1c(C)[nH]c(C(=O)COC(=O)c2ccc(N3CCCC3=O)cc2)c1C | -4 | -1 | 0 | 8 | 1 | -9 | 0 | 0.0 | -1 | 0
Cc1c(CCC(=O)O)c(=O)oc2cc(OCc3ccc(Br)cc3)ccc12 | -7 | 10 | 1 | 15 | 7 | -3 | 7 | -0.3 | -3 | -7
Cc1cc(=O)[nH]c2ccc(Cc3ccccc3)cc12 | 8 | -2 | -4 | 1 | -9 | -6 | 3 | -1.6 | 8 | -2
CCNC(=O)C1(C)CCN(C(=O)c2cccc(OC(F)(F)F)c2)C1 (stereo unspecified) | -7 | 10 | 4 | 5 | -3 | 4 | 0 | -1.0 | 2 | nt
